Shiga inhibitor: Shiga toxin inhibition; Vero cells, Shiga toxin protein synthesis inhibition reporter; inhibition, % at 38.7 µM; 9.2% of 290,000 active; AID 2315; in the data active means inhibition mostly above about 28%, no sharp cut-off; inactive means mostly below about 43%; further: 0% is about no effect
Tb PYK inh: T. brucei pyruvate kinase inhibition. Q57TT1. TbPYK enzyme, Kinase-Glo Plus ATP luminescence, 45 min. Potency, µM (top dose mostly 76.8 µM), for the others: top-dose activity, negative = inhibition, hits mostly inhibitors. 0.12% of 410,000 active. AID 624173; further: potency means the concentration at half of the fitted maximal effect; on the % scale 0 is the no-effect control and ±100 the full control effect; nearly all actives have a fitted effect of over 50% in size
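ADP (130 uM final) triggers the TbPYK reaction after compound addition; incubation is 45 min at room temperature. Kinase-Glo Plus is then added and luminescence imaged. Normalized data are fitted to concentration-effect curves.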
CHX counter: affects cycloheximide protein synthesis inhibition readout, counter-screen. AID 2314. 12% of 300,000 active. max response, %. cell reporter, cycloheximide protein synthesis inhibition counterscreen; in the data active means max response mostly above about 13%, no sharp cut-off; inactive means mostly below about 14%; further: read at 38.3 µM for the half of the compounds with a filed dose; 0% is about no effect
LmPK inhibitor: blocks Leishmania mexicana pyruvate kinase activity | purified LmPK, Kinase-Glo ATP luminescence, 1 h | 0.37% of 290,000 active | Potency, µM (highest dose often 57.5 µM), for the others: at the top dose activity change, negative = inhibition, most hits filed as inhibitors | Q27686; further: potency means the concentration at half of the fitted maximal effect; on the % scale 0 is the no-effect control and ±100 the full control effect
Target sequence (Q27686 whole entry, looked up): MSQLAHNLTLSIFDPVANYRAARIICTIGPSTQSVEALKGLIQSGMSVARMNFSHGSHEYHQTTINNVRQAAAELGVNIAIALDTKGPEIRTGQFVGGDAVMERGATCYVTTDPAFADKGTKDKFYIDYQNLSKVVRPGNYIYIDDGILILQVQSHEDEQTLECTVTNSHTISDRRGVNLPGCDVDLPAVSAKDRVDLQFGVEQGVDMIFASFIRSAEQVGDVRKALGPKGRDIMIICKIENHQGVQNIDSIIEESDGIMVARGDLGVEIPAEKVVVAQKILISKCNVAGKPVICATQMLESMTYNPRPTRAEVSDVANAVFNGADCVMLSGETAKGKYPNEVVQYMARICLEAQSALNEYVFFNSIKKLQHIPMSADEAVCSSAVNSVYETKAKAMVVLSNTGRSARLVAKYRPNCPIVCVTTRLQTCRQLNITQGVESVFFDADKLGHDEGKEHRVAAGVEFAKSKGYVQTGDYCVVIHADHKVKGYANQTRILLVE
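In 50 mM imidazole pH 7.2 with 7 mM MgCl2, LmPK (0.1 nM) turned over PEP (0.5 mM) and ADP (0.1 mM) for 1 h at room temperature. Luciferase read-out of ATP.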
Pf growth 96h: P. falciparum growth inhibition at 96 hour, primary screen for plastid delayed-death inhibitors. AID 504834. Potency, µM (series often up to 28.7 µM), for the others: top-dose activity change, negative = inhibition, actives largely listed as inhibitors. 6.9% of 320,000 active. P. falciparum luciferase reporter growth, 96 h; further: potency means the concentration at half of the fitted maximal effect; on the % scale 0 is the no-effect control and ±100 the full control effect
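P. falciparum expressing integrated firefly luciferase, in erythrocytes at 2% hematocrit, 0.05% parasitemia, incubated with compounds 96 h at 37 C, 5% CO2. Growth inhibition read as loss of luminescence; two-generation exposure targets delayed-death apicoplast inhibitors.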
Pf growth 48h: P. falciparum growth inhibition at 48 hours (one generation); AID 504832; Potency, µM (titrated, usually from 28.7 µM), inactives show at the top dose activity change, negative = inhibition, most hits filed as inhibitors; P. falciparum luciferase growth in erythrocytes, 48 h; 5.9% of 310,000 active; further: potency means the concentration at half of the fitted maximal effect; on the % scale 0 is the no-effect control and ±100 the full control effect
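Compounds are pin-transferred into medium, infected erythrocytes (2% hematocrit, 0.1% parasitemia final) are added, and plates sit one parasite generation at 37 C in 5% CO2. Detection reagent is then added and luminescence measured.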
AMA1 RON2 block: AMA1-RON2 (P. falciparum) interaction inhibition; Potency, µM (doses to about 58.2 µM), for inactives: top-dose activity change, negative = inhibition, hits mostly inhibitors; 0.2% of 360,000 active; AID 720542; AlphaScreen AMA1-biotinylated RON2 peptide binding;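 further: potency means the concentration at half of the fitted maximal effect; 0% = vehicle wells and -100% = peptide control; nearly all actives have a fitted effect of over 45% in size; some results filed as inactive show a strong effect at the top dose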
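AMA1 (3D7) with his tag at 25 nM final met compounds first, then biotinylated RON2 peptide at 25 nM; detection used donor plus acceptor beads, 10 µg/mL apiece, read by AlphaScreen after 30 min at room temperature.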
Active calls of the source: *; ? = inconclusive; · = not tested or not shown; [ ] = remark or other dose. Unless noted, the call rests on the fitted dose curve; in most records, active means well fitted curve in the direction sought with a large enough effect; inconclusive means small, poorly fitted or top-dose-only effect, or another doubt; inactive means no such curve, though single readings can be large; an effect the other way counts as inactive or inconclusive.

mol,Shiga inhibitor,Tb PYK inh,CHX counter,LmPK inhibitor,Pf growth 96h,Pf growth 48h,AMA1 RON2 block
O=C(c1ccc2c(c1)OCCO2)N1CCCCC1,2,2%,2,5%,-72%,25%,-10%
O=C(CSc1ccccc1C(=O)O)c1ccc(Cl)cc1,65*,-9%,30*,11%,34%[activator],64%[activator],5%
Cc1nc2ccccc2c2c1CC(C)S2 (centres undefined),-3,-2%,-2,-3%,-4%,?,-11%
Cc1cc(C(F)(F)F)nc(SCC(=O)NC2=NC(=O)C(C)S2)n1 (centres undefined),0,-20%,-2,-3%,-27%,-10%,13%
O=C(NCc1ccc2c3c(cccc13)C(=O)N2)c1cccs1,34,1%,3,11%,10%,17%,-3%
CCC(C)NC(=O)c1ccc(C)c(NC(=O)C2=C(C)OCCS2)c1 (centres undefined),-5,-9%,-2,0%,27%,-4%,4%
COc1cc(CNCc2ccccn2)ccc1OCC(=O)NC(C)(C)C,-6,-3%,1,-6%,?,-12%,53%[activator]
Cc1noc(C)c1C(=O)Nc1sc2c(c1C(N)=O)CCC2,-2,2%,1,-4%,·,-10%,-2%
Cc1cnc(NC(=O)Cc2c[nH]c3ccccc23)s1,53,-17%,67*,9%,?,-25%,1%
Cc1c(C(=O)OCCN2CCCCC2)oc2ccccc12,21,6%,14*,-3%,-12%,-19%,-2%
COc1ccc(S(=O)(=O)NC(N)=NCCc2ccccc2)cc1,-14,-2%,-3,-2%[11.5 µM],6%,22%,11%
CC(=O)NC(NC(C)=O)c1ccc(N(C)C)cc1,10,-12%,-2,-6%,7%,20%,-17%
CCOc1ccccc1NC(=O)C1CCN(S(=O)(=O)c2cccc3cccnc23)CC1,-3,·,-5,12%,-20%,·,·
COc1ccc(CN(CC2CCCO2)C(=O)CN2C(=O)C(C)Oc3ccc(C)cc32)cc1OC (centres undefined),1,7%,-4,8%,?,?,-14%
COc1cc(S(=O)(=O)N2CCN(C)CC2)c(OC)cc1Br,-8,-8%,-2,0%,16%,-2%,-2%
O=C(O)c1cc([N+](=O)[O-])ccc1NCCc1ccccc1,6,0%,-1,-1%,27%,19%,17%
CC(OC(=O)/C=C/c1cccc(F)c1)C(=O)NC1CCCCC1C (centres undefined),-6,5%,1,-7%,32%[activator],3%,-5%
COc1ccc(OC)c(S(=O)(=O)NCc2ccccn2)c1,-11,2%,-1,-1%,40%[activator],11%,11%
N/C(=N/OCc1cccc([N+](=O)[O-])c1)c1nonc1N,17,2%,7,0%,18%,21%,6%
CC1(C)C(=O)Nc2ccccc2N1C(=O)COC(=O)Cc1c(F)cccc1Cl,·,2%,·,·,?,-12%,0%

Overlap with the part before: 5 entries; new compounds follow.
mol,Shiga inhibitor,Tb PYK inh,CHX counter,LmPK inhibitor,Pf growth 96h,Pf growth 48h,AMA1 RON2 block
O=C(O)c1cc([N+](=O)[O-])ccc1NCCc1ccccc1,6,0%,-1,-1%,27%,19%,17%
CC(OC(=O)/C=C/c1cccc(F)c1)C(=O)NC1CCCCC1C (centres undefined),-6,5%,1,-7%,32%[activator],3%,-5%
COc1ccc(OC)c(S(=O)(=O)NCc2ccccn2)c1,-11,2%,-1,-1%,40%[activator],11%,11%
N/C(=N/OCc1cccc([N+](=O)[O-])c1)c1nonc1N,17,2%,7,0%,18%,21%,6%
CC1(C)C(=O)Nc2ccccc2N1C(=O)COC(=O)Cc1c(F)cccc1Cl,·,2%,·,·,?,-12%,0%
CNC(=S)N1CCc2cc(OC)c(OC)cc2C1,-6,0%,-4,3%,83%[activator],31%[activator],10%
CCn1c(=O)c2cc(C(=O)N(C)c3ccc(OC)cc3OC)sc2c2ccccc21,-8,-4%,-2,2%,10µM*,?,-7%
Cc1csc2c(N3CCN(C(=O)Nc4ccccc4)CC3)ncnc12,12,-4%,10,-1%,1%,-3%,-15%
CCC(C(=O)NC(CC(=O)O)c1ccc(Cl)cc1)c1ccccc1 (centres undefined),-4,-13%,0,6%,0%,0%,-9%
Cc1onc(-c2ccccc2)c1C(=O)NC1CCC(C)CC1 (centres undefined),·,1%,·,·,?,?,1%
O=C(COC(=O)c1cc(=O)c2ccccc2o1)NCc1ccccc1,·,-1%,·,·,1%,-1%,4%
COc1cc(C2Nc3cccc4cccc(c34)N2)cc(OC)c1O,-6,-4%,-4,-18%,0%,-26%,-5%
COC(=O)CNC(=O)C(Cc1c[nH]c2ccccc12)NC(=O)OC(C)(C)C (centres undefined),22,0%,-2,3%,?,14%,8%
O=C(CN1CCN(c2ccc(F)cc2)CC1)NCc1cccs1,9,20%,7,0%,-1%,-15%,-24%
O=C(NC(=S)Nc1ccc(S(=O)(=O)N2CCCC2)cc1)C1CCC1,-4,-4%,-1,-1%,1%,16%,-5%[2.32 µM]
Cc1nn(-c2ccccc2)c(Cl)c1C1C(C#N)=C(N)Oc2n[nH]c(C)c21 (centres undefined),-21,-16%,-3,-10%,0%,18%,71%[activator]
COc1ccc2cc(Br)ccc2c1CC(=O)NC(C)C,-30,3%,-2,-7%,23%,9%,-15%
O=C(Cc1cccs1)NCc1cccc(CNC(=O)Cc2cccs2)c1,-11,-5%,-3,5%,64%[activator],-11%,-8%
CC1CN(S(=O)(=O)c2cccc(C(=O)NN3CCN(C)CC3)c2)CC(C)O1 (centres undefined),-11,8%,-4,-1%,0%,-2%,2%
C=C(C)CNC(=S)/N=c1\scc(C)n1CC,28,0%,10,-2%,?,?,-2%
O=Cc1nc(-c2ccccc2Cl)n2ccccc12,-10,-3%,5,2%,45%[activator],27%,10%
COc1ccc(N2CCN(C(c3cc4ccc(C)cc4[nH]c3=O)c3nnnn3C3CCCC3)CC2)cc1 (centres undefined),-12,-5%,-6,-3%,?,1.9µM*,-25%
CCc1cc(=O)oc2cc(OCC(=O)N3CCC(C(=O)O)CC3)ccc12,1,-6%,0,-7%,?,30%,-2%
COc1cc(OC)cc(C(=O)N2CCC(C(=O)c3ccc(F)cc3)CC2)c1,-4,-1%,-1,2%,-10%,?,2%
O=C(CCl)Nc1c(C(=O)Nc2ccc3c(c2)OCCO3)oc2ccccc12,84*,-4%,69*,-5%,?,-5%,-1%
COc1cc(C(=O)NC(CCSC)C(=O)OCc2cc([N+](=O)[O-])cc3c2OCOC3)cc(OC)c1OC (centres undefined),-6,4%,5,0%,-2%,-18%,6%
Cc1ccc(C2(C)NC(=O)N(CC(=O)NNC(=O)c3ccccc3F)C2=O)cc1 (centres undefined),·,3%,·,·,9%,29%,66%[activator]
Cc1ccccc1CSc1nc2[nH]ncc2c(=O)[nH]1,16,-1%,7,1%,?,-18%,5%
COc1ccc(N(CN2C(=O)C3CCCCC3C2=O)C(=O)c2ccco2)cc1 (centres undefined),2,-7%,-2,1%,8%,1%,8%
Cc1ccc(SCCCn2cncn2)cc1,-2,8%,1,-24%,10%,7%,-3%
CCn1c(SCC(=O)Nc2ccc3c(c2)OCCO3)nnc1-c1ccco1,6,5%,2,8%,-23%,-1%,-5%
C=CCSc1nnc2c(n1)OC(c1ccccn1)N(C(C)=O)c1ccccc1-2 (centres undefined),-19,1%,-3,-4%,·,·,-1%
O=C(CSc1nnc(-c2ccc(O)cc2)n1Cc1ccco1)c1cccs1,15,-3%,8,3%,9%[5.75 µM],-27%,-9%
COc1ccc(N2CCN(C(CNC(=O)OCc3ccccc3)c3ccco3)CC2)cc1 (centres undefined),0,-8%,10,1%,?,-24%,?
CCOc1ccc(S(=O)(=O)Nc2ccccc2C(=O)N2CCOCC2)cc1,-5,-5%,-5,4%,1%,14%,-17%
COc1cc(CNn2c(C)n[nH]c2=S)cc(Br)c1OCC(=O)NC(C)(C)C,·,?,1,9%,?,?,97%[activator]
C=CCNC(=O)COC(=O)COc1ccc(Cl)cc1C,-6,3%,-4,2%,12%,·,-1%
Cc1ccc(CSc2nc3c(cc2C#N)CCC3)cc1,12,2%,-3,2%,?,12%,2%
N#Cc1ccc(NC(=O)CCc2ccc(S(=O)(=O)N3CCOCC3)cc2)cc1,-1,·,-3,5%,?,·,10%
COC(=O)[C@H]1C[C@@H]1[C@H](NP(=O)(c1ccccc1)c1ccccc1)c1ccccc1,-2,12%,-3,0%,?,13%,4%
Cc1c(CN2CCc3c([nH]c4ccccc34)C2CC(C)C)cnn1C (centres undefined),-6,3%,-3,2%,0%,-28%,1%
CC1CCCC(C)N1C(=O)COc1ccc(-c2nnco2)cc1 (centres undefined),5,1%,-4,-2%,-9%,-3%,42%[activator]
OCCC1CN(Cc2ccn[nH]2)CCN1Cc1ccc(F)c(F)c1 (centres undefined),-3,-3%,1,-2%,?,7%,6%
Nc1ncnc(NNC(=O)CNC(=O)c2c(F)cccc2Cl)c1[N+](=O)[O-],-15,0%,2,1%,24%,-11%,90%[activator]
CCN(CC)C(=O)Cc1cn(C)c2ccccc12,-13,2%,1,-4%,?,9%,-7%
CCOc1ccc(C(=O)c2cccs2)cc1,44,0%,27*,0%,·,120%[activator],7%
COc1ccc(CCNC(=O)c2ccc(=O)[nH]n2)cc1OC,-13,2%,-2,2%,7%,14%,-2%
Cc1ccccc1NC(=O)COC(=O)/C=C/c1cn(-c2ccccc2)nc1-c1cccnc1,-5,-5%,3,-1%,?,?,19%
O=C(Cc1ccc2ccccc2c1)Nc1ccccc1Br,5,2%,1,0%,3.3µM*,?,-20%
COCCn1c(=O)[nH]c2cc(C(=O)NCCCN3CCN(c4ccc(F)cc4)CC3)ccc2c1=O,-3,1%,-2,0%,?,8%,5%
Cc1ccnc(NC(=S)NC(=O)/C=C/c2ccc(Cl)cc2)c1,26*,-10%,26*,3%,4.1µM*,57%[activator],1%
O=C1NC(=O)/C(=C\c2ccccc2Oc2ccc(F)c(F)c2)S1,-16,0%,-2,6%,?,14%,-10%
O=S(=O)(Nc1nc2ccccc2nc1OCC(F)(F)F)c1cccs1,3,6%,-1,-3%,18%,15%,10%
CCN(CC)S(=O)(=O)c1cccc(NC(=O)C2SC(=Nc3ccc(C)cc3C)C(C(=O)NC(C)COC)=C2N)c1 (centres undefined),18,-3%,3,-1%,3.7µM*,·,30%
Cc1ccc(S(=O)(=O)N(C)C)cc1NC(=S)NC(C)CCCC(C)C (centres undefined),-3,3%,-6,0%,-72%,?,52%[activator]
Cc1cc(Cl)ccc1OCC(=O)OC(C)C(=O)NC(N)=O (centres undefined),39,5%,15,2%,?,7%,30%[activator]
CC1CCN(CCCNC(=O)CCCNC(=O)Cn2cnc3sc4c(c3c2=O)CCCC4)CC1,-3,-2%,-1,3%,8%,-19%,13%
